Screens: PubChem, several laboratories
Bcl-xL primary = inhibitors of human Bcl-xL, primary screen, biochemical, fluorescence polarization, HTS. Bcl-2-like protein 1 (Homo sapiens), Q07817. GST-Bcl-xL / FITC-Bim BH3 peptide fluorescence polarization. inhibition, % at 10.9 µM. 0.7% of 320,000 active. AID 2129, 2009;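 active = inhibition above the mean of all tested compounds plus 3 SD, cutoff set per campaign, cut at about 30% in these data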;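 also: 0% = DMSO wells and 100% = unlabeled Bim-BH3 peptide competitor; inhibitors lower millipolarization by displacing the labeled peptide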
Target sequence (Q07817 whole entry, looked up): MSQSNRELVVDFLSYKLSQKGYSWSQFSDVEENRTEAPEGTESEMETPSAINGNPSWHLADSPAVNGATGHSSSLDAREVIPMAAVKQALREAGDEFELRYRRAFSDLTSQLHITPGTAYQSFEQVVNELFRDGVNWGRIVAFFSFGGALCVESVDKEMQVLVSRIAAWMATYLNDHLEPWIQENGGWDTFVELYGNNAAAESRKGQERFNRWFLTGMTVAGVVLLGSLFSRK
GSTO1 inh = inhibitors of recombinant GSTO1, primary screen, counter-screen for RBBP9 inhibitor project, biochemical, fluorescence polarization. AID 1974, 2009. activity-based probe fluorescence polarization. 1.1% of 300,000 active. inhibition, % at 5.96 µM;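 active = inhibition above the campaign mean inhibition plus 3 SD, cut at about 35% in these data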;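 also: 0% = GSTO1-1 with DMSO and 100% = wells lacking GSTO1-1 enzyme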
MCL1 BIM primary = inhibitors of MCL1 binding to BIM-BH3, primary screen, biochemical, fluorescence polarization; GST-MCL1 / FITC-Bim-BH3 fluorescence polarization; inhibition, % at 10.9 µM; 0.68% of 320,000 active; AID 2057, 2009;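 active = inhibition above the mean inhibition of all tested compounds plus 3 SD, set per campaign, cut at about 40% in these data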;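 also: 0% = DMSO wells and 100% = unlabeled Bim-BH3 peptide control; higher means more loss of mP so more displacement of Bim peptide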
Target sequence (Q07820 whole entry, looked up): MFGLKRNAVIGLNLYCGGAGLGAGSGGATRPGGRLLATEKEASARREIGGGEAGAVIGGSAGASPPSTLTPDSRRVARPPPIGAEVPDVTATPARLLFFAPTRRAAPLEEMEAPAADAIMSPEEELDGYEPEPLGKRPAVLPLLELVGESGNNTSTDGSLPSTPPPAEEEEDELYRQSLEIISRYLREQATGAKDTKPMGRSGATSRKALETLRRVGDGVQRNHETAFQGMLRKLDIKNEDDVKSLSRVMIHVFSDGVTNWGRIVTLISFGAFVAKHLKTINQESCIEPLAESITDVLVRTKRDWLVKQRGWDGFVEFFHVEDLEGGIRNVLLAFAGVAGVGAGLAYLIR
PME-1 primary = PME-1 inhibitors via competitive probe labeling, primary screen, biochemical, fluorescence polarization, FP-Rh probe, HTS; Protein phosphatase methylesterase 1 (Homo sapiens), Q9Y570; recombinant PME-1; inhibition, % at 5.9 µM; 0.53% of 320,000 active;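 active = inhibition above the campaign mean of all compounds plus 3 SD, cut at about 26% in these data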;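 also: competitive labeling of PME-1 active site by serine hydrolase directed probe; 0% = PME-1 with DMSO and 100% = wells lacking PME-1 enzyme; inhibitors block probe labeling so polarization falls and inhibition rises; many of its hits are not listed in these tables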
Fam108B counter = mouse Fam108B serine hydrolase inhibitors, primary screen, counter-screen for RBBP9 inhibitor project, biochemical, fluorescence polarization; recombinant Fam108B, FP-Rh probe fluorescence polarization; inhibition, % at 9.51 µM; 0.33% of 300,000 active; AID 1947, 2009;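 active = inhibition above the screen mean inhibition plus 3 SD, computed separately per campaign, cut at about 18% in these data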;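 also: inhibitors lower polarization as less probe binds the enzyme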
TPT1 inhibitor = Candida albicans TPT1 enzyme inhibitors, primary screen, biochemical, fluorescence polarization | tRNA 2'-phosphotransferase TPT1 (Candida albicans SC5314) | recombinant caTPT1, FP RNA substrate dephosphorylation | inhibition, % at 5 µM | 0.81% of 300,000 active | AID 1962, 2009;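 active = inhibition above the mean of all tested compounds plus 3 SD, set per screening campaign, cut at about 24% in these data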;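 also: plate controls were DMSO alone for no effect and ferristatin control at 100 nM for full effect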
GLD-1 TGE inh = GLD-1/TGE RNA complex disruptors, primary screen, biochemical, fluorescence polarization. Female germline-specific tumor suppressor gld-1 (Caenorhabditis elegans), Q17339. purified GLD-1 + fluorescein TGE RNA. inhibition, % at 5.96 µM. 0.44% of 320,000 active. AID 2280, 2010;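 active = percent inhibition above a per-plate cutoff, the plate mean of test compounds plus 3 SD, cut at about 30% in these data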;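 also: 0% = DMSO wells with GLD-1 and probe and 100% = wells lacking GLD-1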
Target sequence (Q17339 whole entry, looked up): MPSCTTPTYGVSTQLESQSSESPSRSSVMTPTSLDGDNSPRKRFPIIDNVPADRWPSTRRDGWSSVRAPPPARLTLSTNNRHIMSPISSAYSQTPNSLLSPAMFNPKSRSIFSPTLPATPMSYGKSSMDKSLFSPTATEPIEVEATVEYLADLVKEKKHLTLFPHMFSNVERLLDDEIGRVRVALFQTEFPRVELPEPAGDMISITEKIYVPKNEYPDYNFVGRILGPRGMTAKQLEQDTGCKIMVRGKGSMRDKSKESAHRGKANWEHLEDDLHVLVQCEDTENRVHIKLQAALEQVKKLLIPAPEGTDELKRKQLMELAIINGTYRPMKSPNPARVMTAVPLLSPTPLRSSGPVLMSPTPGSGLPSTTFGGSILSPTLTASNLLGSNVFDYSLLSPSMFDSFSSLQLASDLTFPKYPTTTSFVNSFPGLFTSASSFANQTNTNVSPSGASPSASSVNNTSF
MEX-5 binding = MEX-5 zinc finger RNA-binding disruptors – biochemical, C. elegans, fluorescence polarization, MLPCN library, primary screen; Zinc finger protein mex-5 (Caenorhabditis elegans), Q9XUB2; MEX-5/FITC-TCR2 RNA binding; hits give low values; activity score (negative = inhibition of binding), % at 10 µM; 0.38% of 300,000 active; AID 1832, 2009;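 active = inhibition past about -25% in most replicates, and total fluorescence under double the plate's negative control median, limit read from the data; inconclusive = replicates evenly split on the limit, or fluorescence at least double controls; inactive = too little inhibition in most replicates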;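 also: 0% = DMSO and -100% = 5 µM competing unlabeled TCR2 RNA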
PAD4 FP inh = human PAD4 inhibitors, primary screen, biochemical, fluorescence polarization, 1536-well format. 0.41% of 330,000 active. AID 485272, 2010. inhibition, % at 6.36 µM. recombinant PAD4, RCA probe fluorescence polarization. Protein-arginine deiminase type-4 (Homo sapiens), Q9UM07;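 active = percent inhibition above a cutoff equal to the mean of all tested compounds plus 3 SD, cut at about 15% in these data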;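 also: 0% = PAD4 with RCA probe and DMSO and 100% = probe without PAD4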
Active calls of the source: *; ? = inconclusive; / = no result given.

smiles,PAD4 FP inh,TPT1 inhibitor,GSTO1 inh,MEX-5 binding,GLD-1 TGE inh,PME-1 primary,Bcl-xL primary,Fam108B counter,MCL1 BIM primary
CCC1=C(OC(=O)N(CC)CC)N2C(=O)OC(=NCCc3c[nH]c4ccccc34)[C@]2(C)[C@H]2C1=CC[C@H]1C(=O)N(C)C(=O)[C@H]12,-1.6,-2.7,1.6,1.2,10.1,-3.2,3.0,2.7,4.2
Cc1nnnn1/C(=C\c1ccccc1)C(=O)OCC(=O)Nc1cccc(S(=O)(=O)N(C)C)c1,2.7,/,/,/,5.1,2.6,-6.4,/,-5.0
COC(=O)c1sc2cc(=O)n(-c3cccc(C(F)(F)F)c3)nc2c1O,-2.8,0.0,5.4,0.5,5.3,1.4,10.6,-0.6,16.8
CCO/C(C)=C1\N=C(c2ccc(Cl)cc2)OC1=O,-13.7,8.9,-1.3,1.8,1.0,-7.5,-4.0,-4.0,4.2
O=C(Nc1ccccc1C(=O)Nc1ccc2c(c1)OCO2)c1ccco1,-1.5,-2.9,3.3,-4.1,6.5,-8.3,2.0,3.3,10.8
CSCCC(NC(=O)c1cccc(C)c1)C(=O)OCC(=O)Nc1c(C)nn(-c2ccccc2)c1C (configuration not stated),-2.2,-1.8,-4.1,2.9,4.7,5.7,-1.4,-5.0,-9.9
Cc1ccc(S(=O)(=O)c2ncccc2[N+](=O)[O-])cc1,6.1,-3.9,-0.8,-0.4,-15.0,-1.1,-13.1,-0.2,-16.9
COc1ccc(CN(C)C2CCCCC2)cc1,2.2,-4.0,7.4,1.1,4.3,-2.0,3.2,1.1,-1.0
COc1ccc(NC(=O)C/C(C)=N/NC(=O)C(=O)NC2CCCCC2)c(OC)c1,-4.6,8.4,2.0,1.3,-7.2,3.8,-6.5,-4.8,-19.0
Cc1ccc(-c2nnc(NC(=O)Cc3ccc(F)cc3)o2)c(C)c1,-2.8,-2.4,16.1,-0.3,5.3,-8.7,2.1,-1.4,3.6
O=C(CSc1nccc(=O)[nH]1)Nc1ccc(Oc2ccccc2)cc1,-2.1,-1.5,-16.6,-1.3,-0.3,-1.2,-3.1,2.7,-0.7
CCn1nc(C(=O)NNC(=O)COc2ccc(OC)cc2)c2ccccc2c1=O,-2.4,-2.2,5.6,-3.5,-0.9,-1.4,4.4,1.3,-4.2
CCOC(=O)N1CCC(NC(=O)c2ccc(OC)c(CN3CC(=O)N4CCCC4C3=O)c2)CC1 (configuration not stated),-6.3,-1.8,5.0,-1.1,-5.1,-1.2,1.4,-3.1,8.9
CC(=O)c1cccc(N2Cc3ccccc3C2=NC(=O)CCl)c1,-4.0,-0.8,78.1*,-3.3,10.7,-1.1,8.9,-1.0,7.1
Cn1cc(C(=O)N/N=C/c2cccc(O)c2)ccc1=O,-1.6,-1.9,-0.4,-3.8,-7.2,2.2,6.9,0.0,1.2
COC(=O)CCSc1cc([N+](=O)[O-])cc2c1c(C1OCCO1)nn2-c1ccccc1,-3.0,0.9,-1.3,-4.1,2.4,7.7,5.6,0.1,2.9
COc1ccccc1NS(=O)(=O)/C=C/c1ccccc1,-3.8,2.8,5.1,0.7,2.7,7.7,3.0,1.2,5.6
CC(C)(Oc1ccc(Cl)cc1)C(=O)NCc1n[nH]c(=O)c2ccccc12,3.5,1.8,-2.9,0.3,-0.9,-1.1,1.5,3.7,-0.6
Cc1nc(C)c(C(=O)Nc2ccc(C)c(F)c2)o1,-0.9,1.8,-2.0,-0.2,1.1,-0.3,0.7,1.2,5.2
CCN(CC)c1ccc(/C=N\NC(N)=O)cc1,0.3,0.3,1.8,-0.8,1.2,-10.3,1.3,7.1,-13.3
CC1CN(c2cc(-c3ccccc3)c3ccccc3n2)CC(C)O1 (configuration not stated),1.7,-5.4,1.8,0.3,-3.1,1.0,2.0,2.0,-2.3
CCCc1nc([N+](=O)[O-])c(S(=O)(=O)c2ccccc2)n1CC(C)C,7.1,-0.1,-1.3,1.5,-1.7,2.8,5.8,3.9,7.0
CC(=O)C1=C(C)N(Cc2ccccc2)C(=O)N[C@H]1CCc1ccccc1,1.4,-0.9,7.7,0.0,-0.6,4.3,1.0,8.6,0.2
COc1ccc(OCCOCC(O)CN2CCOCC2)cc1 (configuration not stated),-5.2,-2.3,1.5,2.4,0.3,-2.5,7.0,2.2,4.4
CN(C)/C=C1\C(=O)Nc2ccccc21,5.6,-4.9,-0.9,0.8,-0.6,-1.1,0.5,6.7,0.2
Cc1cccc(NC(=O)c2ccc(NCC3CCCO3)c([N+](=O)[O-])c2)c1 (configuration not stated),-6.7,0.4,2.6,3.7,-1.3,0.7,7.4,-0.6,7.5
CCN1C(=O)/C(=C2/C=Cc3ccccc3N2C)OC1=S,-5.7,-1.1,4.9,-28.2*,-3.2,-2.1,0.6,0.7,4.8
O=C(O)CCN1C(=O)/C(=C/c2ccc(-c3nc4ccccc4s3)o2)SC1=S,0.0,30.6*,-4.5,?,-13.5,14.6,10.2,10.8,15.3
Cc1oc(-c2cccc(C(F)(F)F)c2)nc1CN1CCN(c2ccccn2)CC1,2.9,-0.4,-4.3,-0.6,-6.7,-0.1,0.5,0.6,-2.0
CCc1ccc(NC(=O)CSc2nnc(Cc3cccn3C)n2-c2ccc(OC)cc2)cc1,2.4,1.2,0.3,-4.8,1.7,-4.6,1.7,1.1,1.8
CCOC(=O)C(=O)Nc1ccc(S(=O)(=O)N2CCOCC2)cc1OC,-3.0,-0.9,-1.8,1.5,3.5,3.8,2.5,3.8,-0.9
CCOC(=O)c1cc(CC)sc1NC(=O)c1cc(OCC)c(OCC)c(OCC)c1,2.3,1.8,-1.0,-0.2,7.5,0.9,0.1,-4.0,4.1
CCSc1nc(C)nc2sc(C)c(C)c12,-0.8,0.0,4.7,2.2,-5.3,-3.4,1.1,1.3,2.8
COc1cccc(CN2C(=NC(=O)C3CC3)SC3CS(=O)(=O)CC32)c1 (configuration not stated),-2.7,4.0,-0.5,0.8,5.3,-9.9,0.8,1.2,2.3
CCCCNC(=O)CCC(=O)Nc1ccc2nc(N3CCCCC3)cc(C)c2c1,-6.4,-3.1,-2.0,-1.8,-10.4,-0.8,4.5,3.2,2.4
CCOc1ccc(S(=O)(=O)n2nc(C)cc2C)cc1,2.2,0.6,-6.5,0.8,1.1,-0.2,-3.6,1.7,3.7
C(=C\c1ccncc1)/c1ccccc1,1.6,-0.9,-1.4,-1.3,2.1,-1.7,-0.6,-6.6,-0.7
CCN(CC)c1nc(N2CCN(C)CC2)nc2ccccc12,-2.4,-0.9,-3.4,0.8,2.7,2.6,3.5,0.4,-2.0
CCOCc1nnc(NC(=O)COC)s1,0.9,-0.9,-2.0,1.3,-5.7,-0.8,4.3,-4.7,6.5
O=C(CS(=O)(=O)c1ccc(F)cc1)Nc1nnc(-c2cccs2)o1,-0.7,-9.6,11.2,0.0,7.5,-2.5,8.4,0.9,5.9
CSc1nc(N(C)C)nc(N(C#N)CCOC(C)=O)n1,-1.3,-4.5,6.0,0.9,3.9,-1.2,-0.7,3.0,-7.6
N#CC1CN(C(c2ccccc2)c2ccccc2)C1,-3.0,-1.6,-1.9,0.3,0.4,-6.4,3.8,2.4,3.2
O=C(CSc1nc(-c2cccs2)cc(C(F)(F)F)n1)NCCCn1ccnc1,0.9,-0.6,-2.3,0.7,8.6,-0.1,8.4,2.2,3.5
C=CCNC(=S)NNC(=O)c1cccc(Br)c1,0.7,3.5,6.6,-0.1,-2.8,1.9,-2.6,-4.0,-5.4
COc1ccc(C2=NN(C(=O)/C=C/c3ccccc3)C(c3ccccc3)C2)c(OC(C)=O)c1 (configuration not stated),2.7,-0.1,3.8,1.5,3.7,-3.0,-2.5,-5.0,-1.0
Cc1ccc(-c2nnn(CC(=O)N(CC(=O)NC3CCCC3)c3ccc(F)cc3)n2)o1,4.8,-3.1,5.8,2.1,4.2,4.5,5.8,6.5,7.2
NS(=O)(=O)c1ccc(NC(=O)COC(=O)c2ccc(Cl)nc2)cc1,0.3,0.2,0.1,1.5,2.8,-3.0,11.3,-0.4,7.1
S=C(Nc1ccc(Cl)cc1)NC1CCN(Cc2ccccc2)CC1,-0.9,-0.4,-1.2,-1.1,2.0,-1.0,5.2,0.0,12.8
CCc1ccc(C(C(=O)NCc2ccccc2)N(C(=O)c2csnn2)C2CC2)cc1 (configuration not stated),-2.5,-2.2,-11.1,0.1,6.9,3.3,5.3,2.2,11.3
Cc1c(C)n(CC(O)CN2C(=O)c3ccccc3S2(=O)=O)c2ccccc12 (configuration not stated),-1.4,2.8,8.5,-0.5,1.9,7.5,1.0,-1.7,10.3
Cc1ccc(/C=N/n2c(-c3ccco3)n[nH]c2=S)cc1,1.2,-1.4,-8.8,-2.5,-2.6,-1.1,-27.6,0.2,-29.4
CCOC(=O)Cn1c(C)nc2ccccc21,-1.0,-2.0,3.5,-4.2,-0.9,1.1,1.4,-0.8,-2.3
COc1ccc2sc(-c3ccc(SC)cc3)c(C#CC(C)(C)O)c2c1,4.5,/,/,/,5.2,-8.6,-2.2,/,-6.2
Nn1c(SCc2cn3ccsc3n2)nnc1-c1ccncc1,0.4,-6.6,7.9,0.6,-4.8,-3.5,1.8,3.4,3.4
CCCCSc1nc2c(c(C(F)(F)F)c1C#N)CCC2,-2.3,1.9,8.5,2.5,7.2,-5.3,0.1,1.4,-2.0
COc1cccc(C(c2c(N)[nH]c(=S)[nH]c2=O)c2c(N)[nH]c(=S)[nH]c2=O)c1,0.9,-0.6,10.3,-2.0,1.5,-1.9,6.5,-0.2,-7.8

(cont.)
smiles,PAD4 FP inh,TPT1 inhibitor,GSTO1 inh,MEX-5 binding,GLD-1 TGE inh,PME-1 primary,Bcl-xL primary,Fam108B counter,MCL1 BIM primary
CCOc1ccccc1NC(=S)/C(=C(\[O-])c1ccc2c(c1)OCCO2)[n+]1ccc(CC)cc1,0.1,10.4,6.7,-0.5,-4.0,10.0,5.8,-0.2,10.3
O=C(COc1ccc(Cl)cc1)Nc1ccccc1Cl,2.1,0.1,9.2,-4.0,1.2,-8.3,2.4,2.1,3.0
O=C(CC(C(=O)O)c1cccc(Br)c1)c1ccc(Cl)cc1 (configuration not stated),-1.7,1.0,-3.4,-1.0,-2.6,-0.9,7.9,0.1,3.7
CC(=O)Nc1cccc(C(=O)/C=C/c2ccco2)c1,-2.4,3.6,-5.5,0.7,0.9,3.5,-2.4,-9.2,2.6
CCN(CC)CCNC(=O)/C(=N\O)c1ccccn1,-2.9,-1.7,6.4,-2.2,1.9,-3.4,7.0,1.0,1.4

The list is partial, so the mix of outcomes need not match the whole.
